TIM10 inh – TIM10 yeast growth inhibition | hit rate 1.4% among 330,000 | S. cerevisiae TIM10 strain growth, BacTiter-Glo luminescence, 24 h | inhibition, % at 10 µM | AID 463195;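 active = inhibition of 40% or more at the single tested concentration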;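 also: wild-type TIM10 isogenic control strain grown at permissive 25 °C; 0% = DMSO yeast wells and 100% = minimal medium wells without yeast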
mIAP inh – mouse IAP inhibition; AID 2806; purified mouse IAP, CDP-Star luminescence, 30 min; hit rate 0.2% among 330,000; inhibition, % at 10 µM;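 active = inhibition of at least 40% at 10 µM in the primary screen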;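 also: plate controls were DMSO with enzyme for no effect and no enzyme wells for full effect; values of inactives mirror those of a sister screen read the other way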
Apaf-1 inh – inhibitors of human Apaf-1 apoptosome | hit rate 0.71% among 330,000 | reconstituted apoptosome caspase-3 activity, DEVD-Rh110 fluorescence | AID 489030 | inhibition, % at 20 µM; active = inhibition of at least 40% at 20 µM;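 also: plate controls were DMSO wells for no effect and DEVD-CHO caspase inhibitor wells for full effect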
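System: reconstituted apoptosome with Apaf-1, cytochrome c, caspase-9, procaspase-3, dATP; Signal: Rh110 fluorescence intensity; Schedule: 30 min compound preincubation, 50 min activation, room temperature; Reagent: cytochrome c trigger plus (Z-DEVD)2-Rh110 caspase-3 substrate.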
ATG4B inhibitor – ATG4B (human) cysteine protease inhibition; Q9Y4P1; ATG4B cleavage of LC3-PLA2, NBD-HPC fluorescence, 1 h; inhibition, % at 8.33 µM; hit rate 0.51% among 340,000; in the data active = inhibition above about 40%
Target sequence (Q9Y4P1 whole entry, looked up): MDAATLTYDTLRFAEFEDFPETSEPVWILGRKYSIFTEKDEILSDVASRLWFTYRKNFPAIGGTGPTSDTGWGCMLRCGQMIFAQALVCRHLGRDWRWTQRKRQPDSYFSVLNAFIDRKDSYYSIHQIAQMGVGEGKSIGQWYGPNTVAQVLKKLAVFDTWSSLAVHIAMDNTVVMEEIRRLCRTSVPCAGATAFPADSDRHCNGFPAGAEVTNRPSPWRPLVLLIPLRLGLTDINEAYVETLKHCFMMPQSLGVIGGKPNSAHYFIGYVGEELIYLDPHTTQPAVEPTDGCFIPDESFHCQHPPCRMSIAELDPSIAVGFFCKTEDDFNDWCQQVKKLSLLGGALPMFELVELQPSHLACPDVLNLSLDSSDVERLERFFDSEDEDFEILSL
hIAP inh – blocks human intestinal alkaline phosphatase; P09923; purified IAP, CDP-Star luminescence, 30 min; inhibition, % at 10 µM; hit rate 0.12% among 330,000;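 active = inhibition reaching a set limit with compound at 10 µM in the primary screen, cut at about 35% in these data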;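 also: plate controls were DMSO wells with enzyme for no effect and no-enzyme buffer wells for full effect; values of inactives mirror those of a sister screen read the other way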
Target sequence (P09923 whole entry, looked up): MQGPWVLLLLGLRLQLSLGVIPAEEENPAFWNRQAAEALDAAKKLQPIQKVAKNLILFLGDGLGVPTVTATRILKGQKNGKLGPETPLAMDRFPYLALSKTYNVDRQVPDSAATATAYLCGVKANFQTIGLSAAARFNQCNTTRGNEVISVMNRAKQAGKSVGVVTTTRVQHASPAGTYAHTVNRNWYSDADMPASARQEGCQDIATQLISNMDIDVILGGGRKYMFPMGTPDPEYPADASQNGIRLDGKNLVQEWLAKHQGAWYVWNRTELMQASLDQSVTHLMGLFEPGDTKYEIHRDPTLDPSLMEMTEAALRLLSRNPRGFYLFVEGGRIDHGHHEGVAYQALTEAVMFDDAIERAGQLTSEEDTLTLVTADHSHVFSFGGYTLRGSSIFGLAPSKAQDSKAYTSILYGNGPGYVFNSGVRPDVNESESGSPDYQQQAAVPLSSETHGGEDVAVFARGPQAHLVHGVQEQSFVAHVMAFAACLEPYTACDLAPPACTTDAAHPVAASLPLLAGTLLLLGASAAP
tim10-1 inh – inhibits growth of tim10-1 mutant yeast; S. cerevisiae tim10-1 ts strain growth, BacTiter-Glo, 24 h; hit rate 2.2% among 330,000; inhibition, % at 20 µM;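 active = inhibition of at least 40%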;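 also: mutant grown at 25 °C; 0% = DMSO wells with yeast and 100% = wells holding no yeast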
NALP3 yeast inh – inhibitors of NALP3 inflammasome in yeast; inhibition, % at 10 µM; Yeast reconstituted NLRP3/ASC/caspase-1, beta-gal luminescence, 24 h; hit rate 0.39% among 330,000;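 active = inhibition of 50% or more; inactive = inhibition below 50%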;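 also: plate controls were induced DMSO wells for no effect and uninduced yeast grown without galactose for full effect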
hIAP act – human IAP activation; P09923; purified human IAP, CDP-Star luminescence, 30 min; active compounds read high; 1 = vehicle-only enzyme, 0 = enzyme-free background; activation factor at 10 µM; hit rate 0.16% among 330,000;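 active = activation factor of the enzyme at least 2-fold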; also: the source names both 10 and 20 µM as test concentration; values of inactives mirror those of a sister screen read the other way
mIAP act – mouse IAP activation | muIAP, CDP-Star luminescence, 30 min; active compounds read high; 1 = vehicle-only enzyme signal, 0 = enzyme-free wells | activation factor at 10 µM | hit rate 0.24% among 330,000 | AID 2805;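 active = activation factor of at least 2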; also: the source names both 10 and 20 µM as test concentration; values of inactives mirror those of a sister screen read the other way
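Assay system: mouse IAP enzyme; Reagent: CDP-Star chemiluminescent phosphatase substrate; Compound: DMSO-dissolved test compounds; Incubation: 30 min, room temperature; Technique: luminescence from enzymatic CDP-Star hydrolysis; Controls: DMSO-only wells and no-enzyme negative control.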
Active calls of the source: *; · = not tested or not shown.

canonical_smiles | NALP3 yeast inh | ATG4B inhibitor | Apaf-1 inh | tim10-1 inh | mIAP inh | mIAP act | TIM10 inh | hIAP inh | hIAP act
Cn1c(CO)cnc1SCC(=O)c1ccc(F)cc1 | 8 | 0 | -4 | 5 | 1 | 0.99 | -5 | -13 | 1.1
CN(CC(=O)Nc1ccccc1F)CC(=O)Nc1ccccc1Br | 12 | -4 | 2 | 10 | 3 | 0.97 | -7 | -49 | 1.5
Cc1ccccc1OCC(=O)NCCNC(=O)c1ccncc1 | -8 | -15 | 3 | -10 | 0 | 1 | -13 | 5 | 0.95
CCOC(=O)NC(=O)c1cn(-c2ccc(OC)cc2)c(=O)[nH]c1=O | 19 | 9 | 1 | -9 | 3 | 0.97 | 13 | -2 | 1
COc1ccc(CCNC(=O)C2CC(=O)N(c3ccc(F)cc3)C2)cc1OC (centres undefined) | 1 | -4 | -10 | 14 | 5 | 0.95 | 2 | 14 | 0.86
O=S(=O)(CCc1ccncc1)c1ccc(Cl)cc1 | -1 | 2 | 7 | 22 | -3 | 1 | -7 | -28 | 1.3
CCCS(=O)(=O)N1CCCC(C(=O)c2cccc(Cl)c2)C1 (centres undefined) | 22 | 19 | -5 | 4 | 3 | 0.97 | -6 | -13 | 1.1
CC(=O)Nc1ccc(S(=O)(=O)N[C@@H](C)C(=O)Nc2ccc(N3CCOCC3)cc2)cc1 | -6 | -1 | -3 | -26 | 5 | 0.95 | -2 | -2 | 1
Cc1ccc(C(C)C)c(OCC(O)CN2CCN(CCO)CC2)c1 (centres undefined) | 29 | -6 | 0 | -4 | 1 | 0.99 | -10 | -13 | 1.1
O=C(COC(=O)c1cc[n+]([O-])cc1)Nc1cccc(Cl)c1Cl | -12 | 8 | 0 | -10 | -5 | 1 | -12 | 18 | 0.82
Cc1ccc(C(=O)CCC(=O)OCC(=O)N2c3ccccc3NC(=O)C2(C)C)cc1 | 20 | -6 | 22 | 13 | 1 | 0.99 | 8 | 5 | 0.95
O=C(CCC1CCCCC1)Nc1ccc(S(=O)(=O)Nc2nccs2)cc1 | 16 | -7 | -3 | 5 | 7 | 0.93 | -3 | -9 | 1.1
C#CC(C)(C)NC(=O)c1sccc1Oc1ccc(F)cc1[N+](=O)[O-] | 12 | 1 | 10 | 20 | -9 | 1.1 | 18 | -1 | 1
Cc1c(Cl)cccc1NC(=S)N1CCc2ccccc2C1 | -7 | 15 | 10 | 51* | -8 | 1.1 | 38 | 5 | 0.95
CC(C)(C)CC(=O)Nc1nnc(C(F)(F)F)s1 | 17 | 4 | 11 | 6 | 9 | 0.91 | -8 | 5 | 0.95
C[C@H](NC(=O)[C@H]1N2C(=O)c3ccccc3C2SC1(C)C)C(=O)N1CCC[C@H]1CO (some centres undefined) | 15 | -33 | -2 | 21 | -21 | 1.2 | 6 | -14 | 1.1
O=C(NCCN1CCCCC1)c1cc(OCC(F)(F)F)ccc1OCC(F)(F)F | 10 | -2 | -2 | -12 | -9 | 1.1 | -7 | -14 | 1.1
CC(C)Nc1nc2cccnc2s1 | 3 | 2 | -28 | -19 | 2 | 0.98 | 0 | 7 | 0.93
COc1ccc(-c2nc(CS(=O)(=O)CC(=O)NCc3ccc4c(c3)OCO4)c(C)o2)cc1 | 25 | -9 | 3 | -4 | -10 | 1.1 | -11 | 12 | 0.88
Cc1cc(C)n(CC(C)NCc2cn[nH]c2-c2cccc3ccccc23)n1 (centres undefined) | 3 | -6 | 6 | 8 | 10 | 0.91 | 1 | -26 | 1.3

Compound profiles, as listed above. Order of values: NALP3 yeast inh	ATG4B inhibitor	Apaf-1 inh	tim10-1 inh	mIAP inh	mIAP act	TIM10 inh	hIAP inh	hIAP act
Cc1c(Cl)cccc1NC(=S)N1CCc2ccccc2C1 in the list: -7	15	10	51*	-8	1.1	38	5	0.95
COc1ccc(-c2nc(CS(=O)(=O)CC(=O)NCc3ccc4c(c3)OCO4)c(C)o2)cc1 in the list: 25	-9	3	-4	-10	1.1	-11	12	0.88

In the list so far, these have a CF3 group:
canonical_smiles | NALP3 yeast inh | ATG4B inhibitor | Apaf-1 inh | tim10-1 inh | mIAP inh | mIAP act | TIM10 inh | hIAP inh | hIAP act
CC(C)(C)CC(=O)Nc1nnc(C(F)(F)F)s1 | 17 | 4 | 11 | 6 | 9 | 0.91 | -8 | 5 | 0.95
O=C(NCCN1CCCCC1)c1cc(OCC(F)(F)F)ccc1OCC(F)(F)F | 10 | -2 | -2 | -12 | -9 | 1.1 | -7 | -14 | 1.1

Pulled by compound from above (two):
canonical_smiles | NALP3 yeast inh | ATG4B inhibitor | Apaf-1 inh | tim10-1 inh | mIAP inh | mIAP act | TIM10 inh | hIAP inh | hIAP act
Cc1ccccc1OCC(=O)NCCNC(=O)c1ccncc1 | -8 | -15 | 3 | -10 | 0 | 1 | -13 | 5 | 0.95
Cc1ccc(C(=O)CCC(=O)OCC(=O)N2c3ccccc3NC(=O)C2(C)C)cc1 | 20 | -6 | 22 | 13 | 1 | 0.99 | 8 | 5 | 0.95

Following part
canonical_smiles | NALP3 yeast inh | ATG4B inhibitor | Apaf-1 inh | tim10-1 inh | mIAP inh | mIAP act | TIM10 inh | hIAP inh | hIAP act
CCCOCCOC(=O)C1=C(C)NC(=O)NC1c1cc(Cl)c(O)c(OC)c1 (centres undefined) | -1 | 1 | -1 | -20 | -12 | 1.1 | -18 | -14 | 1.1
O=C(Nc1ccc(Cl)c(C(F)(F)F)c1)c1ccco1 | -45 | 8 | 12 | 46* | 5 | 0.95 | 51* | -9 | 1.1
COCCn1c(SC(C)C(=O)Nc2ccc(Cl)cn2)nnc1-c1ccncc1 (centres undefined) | -5 | -10 | 9 | 6 | -18 | 1.2 | 2 | -17 | 1.2
CCOC(=O)C1(CCCc2ccccc2)CCN(Cc2cnc(C)s2)CC1 | 20 | 10 | 8 | 23 | -2 | 1 | 29 | -34 | 1.3
CCOC(=O)C(C)/C(C)=N\Nc1ccc([N+](=O)[O-])cc1[N+](=O)[O-] (centres undefined) | 29 | 2 | 15 | 15 | -9 | 1.1 | -2 | 8 | 0.92
Cc1ccc(S(=O)(=O)N2[C@@H](c3cccc(C)c3)C(C(=O)O)=C[C@H]2C(C)(C)C)cc1 | 12 | -6 | -2 | 1 | 10 | 0.9 | 5 | -7 | 1.1
CC1CCc2nn(CC(=O)NCCN3CCOCC3)cc2C1 (centres undefined) | 27 | -3 | -5 | 6 | 11 | 0.89 | 3 | 5 | 0.95
Cc1ccc(-n2c(C)cc(C(=O)OCC(=O)N(CC(C)C)C3CCS(=O)(=O)C3)c2C)cc1 (centres undefined) | 1 | -15 | 25 | 16 | -4 | 1 | -6 | -1 | 1
O=C(Cn1cnc2ccccc2c1=O)Nc1nnc(SCc2ccc(Cl)cc2)s1 | 12 | 0 | -4 | 9 | 5 | 0.95 | -2 | 15 | 0.85
O=C1NC(c2ccc(F)cc2)Oc2ccccc21 (centres undefined) | 14 | 8 | 3 | 1 | 4 | 0.96 | 5 | -12 | 1.1
O=C(NC(O)C(=O)c1ccc(F)cc1)c1ccc(F)cc1 (centres undefined) | 16 | -7 | -3 | -7 | -5 | 1.1 | -7 | -17 | 1.2
COc1cc(/C=N/O)ccc1OCc1ccc(Cl)cc1 | 19 | · | -9 | 16 | 8 | 0.92 | -7 | 6 | 0.94
O=C(NCC1CCCCC1)c1ccc(Cl)nc1 | 12 | -2 | -2 | -3 | 2 | 0.98 | 9 | 5 | 0.95
O=C(CN1C(=O)c2ccccc2S1(=O)=O)c1ccc(O)c(O)c1 | 5 | 1 | -20 | -19 | 53* | 0.47 | 3 | -4 | 1
C=CCc1c(C)nc(SCC(=C)C)[nH]c1=O | 5 | -2 | 0 | 12 | 15 | 0.85 | 6 | 4 | 0.96
CC(NC(=O)Cc1ccccc1)C(c1ccccc1)N1CCOCC1 (centres undefined) | -14 | -4 | 1 | 7 | 13 | 0.87 | -2 | -1 | 1
N#C/C(=C\c1cn(CCOc2ccccc2F)c2ccccc12)C(=O)NCc1cccs1 | 4 | -2 | 5 | 2 | -5 | 1 | -16 | 12 | 0.88
Cc1ccccc1-c1noc(CCC(=O)NCCc2ccccc2)n1 | 35 | 3 | 5 | -5 | -8 | 1.1 | -7 | -22 | 1.2
COc1ccccc1CC(=O)Nc1ccc2[nH]ncc2c1 | 5 | 5 | -9 | -7 | -6 | 1.1 | -12 | 14 | 0.85
COc1ccccc1CNC(=O)CN1C(=O)NC(C)(c2ccc(C(C)(C)C)cc2)C1=O (centres undefined) | -6 | 4 | 25 | 29 | -9 | 1.1 | 0 | 10 | 0.9

Molecules above containing a tert-butyl group, in the order listed:
canonical_smiles | NALP3 yeast inh | ATG4B inhibitor | Apaf-1 inh | tim10-1 inh | mIAP inh | mIAP act | TIM10 inh | hIAP inh | hIAP act
CC(C)(C)CC(=O)Nc1nnc(C(F)(F)F)s1 | 17 | 4 | 11 | 6 | 9 | 0.91 | -8 | 5 | 0.95
Cc1ccc(S(=O)(=O)N2[C@@H](c3cccc(C)c3)C(C(=O)O)=C[C@H]2C(C)(C)C)cc1 | 12 | -6 | -2 | 1 | 10 | 0.9 | 5 | -7 | 1.1
COc1ccccc1CNC(=O)CN1C(=O)NC(C)(c2ccc(C(C)(C)C)cc2)C1=O (centres undefined) | -6 | 4 | 25 | 29 | -9 | 1.1 | 0 | 10 | 0.9

Remaining list, next part:
canonical_smiles | NALP3 yeast inh | ATG4B inhibitor | Apaf-1 inh | tim10-1 inh | mIAP inh | mIAP act | TIM10 inh | hIAP inh | hIAP act
CN(C)C(=O)CSc1nc2cc(S(=O)(=O)N3CCOCC3)ccc2o1 | 1 | -3 | 6 | -2 | 2 | 0.98 | 1 | -10 | 1.1
CC(C)(C)NC(=O)C(c1ccccn1)N(C(=O)C1CSC(=O)C1)c1cccc(F)c1 (centres undefined) | 13 | 5 | -2 | 10 | -3 | 1 | 2 | -24 | 1.2
CCn1cc(C(=O)N2CC(C)CC(C)C2)c(=O)c2cc(S(=O)(=O)N3CCCC3)ccc21 (centres undefined) | -11 | -3 | 3 | -6 | 2 | 0.98 | 5 | 23 | 0.77
O=C(CN1CCN(Cc2ccccc2)CC1)NCc1ccc(Cl)cc1 | 16 | -2 | -2 | 7 | -7 | 1.1 | -2 | -11 | 1.1
CN(C)S(=O)(=O)c1ccc(C(=O)Oc2ccccc2)cc1 | 42 | 6 | -1 | 0 | -1 | 1 | -8 | -3 | 1
O=C(O)c1cccc2c1C(=O)N(C1CCCC1)C2 | 12 | 4 | -8 | 8 | 2 | 0.98 | -4 | -35 | 1.3
Cc1ccc(-n2c(SCC(N)=O)nnc2-c2cnccn2)cc1 | -6 | -6 | 9 | -5 | -10 | 1.1 | -9 | 1 | 0.99
C/C(=N\Nc1ccccc1C(=O)O)c1ccncc1 | -9 | -1 | 5 | -18 | 0 | 1 | 7 | 9 | 0.91
O=C(Nc1nnc(C2CC2)o1)c1ccc(S(=O)(=O)N2CCc3ccccc3C2)cc1 | -4 | -13 | 9 | 28 | 3 | 0.97 | 17 | -37 | 1.4
CCc1cccc(NC(=O)c2cccc3c2C(=O)N(CC2CCCO2)C3)c1 (centres undefined) | 22 | -2 | 17 | 35 | -4 | 1 | 6 | 4 | 0.96
CCCN(C(=O)c1ccc2c(SCC(=O)O)c3c(nc2c1)CCC3)c1cccc(C)c1 | 11 | -4 | -3 | 25 | 3 | 0.97 | 14 | -23 | 1.2
CCOc1cc(C2Nc3ccccc3NC3=C2C(=O)CC(C)(C)C3)ccc1O (centres undefined) | 5 | 0 | 2 | 12 | 16 | 0.83 | -1 | 32 | 0.68

Screening results deposited in PubChem BioAssay by Sanford-Burnham Center for Chemical Genomics.
